# Source: PubChem BioAssay (Broad Institute)
# ROS inducer = raises reactive oxygen species in U2OS cancer cells; U2OS ROS induction, H2DCF-DA fluorescence; ROS induction (% of piperlongumine), % at 10 µM; 46,000 compounds, 2% hits; AID 624156; in the data active = ROS induction above about 79%, passing the limit was not always enough; inconclusive = no clear call, values can overlap the other calls;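 also: 0% = DMSO vehicle median and 100% = reference compound median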
# * hit, by the source's call; ? = inconclusive.
# Start of the data: the first two entries, to show the layout:
SMILES,ROS inducer
O=C(c1ccccc1)N(Cc1ccco1)C1CCS(=O)(=O)C1 (stereo not drawn),35
C[C@@H]1CCCCO[C@@H](CN(C)S(=O)(=O)c2ccc(Cl)cc2)[C@@H](C)CN([C@H](C)CO)C(=O)c2cc(NC(=O)c3ccncc3)ccc2O1,11

# The listing, repeating the preview:
SMILES,ROS inducer
O=C(c1ccccc1)N(Cc1ccco1)C1CCS(=O)(=O)C1 (stereo not drawn),35
C[C@@H]1CCCCO[C@@H](CN(C)S(=O)(=O)c2ccc(Cl)cc2)[C@@H](C)CN([C@H](C)CO)C(=O)c2cc(NC(=O)c3ccncc3)ccc2O1,11
C[C@H]1CN([C@@H](C)CO)C(=O)c2cccc(NS(=O)(=O)c3cn(C)cn3)c2O[C@@H]1CN(C)C(=O)Nc1ccccc1,-3
c1coc(Cn2c(SCc3nc4ccccc4[nH]3)nnc2-c2ccco2)c1,6
Clc1ccc2nc(NCc3ccccn3)nc(-c3ccccc3)c2c1,-13
C[C@H]1CN([C@@H](C)CO)C(=O)c2cc(NS(C)(=O)=O)ccc2O[C@@H]1CN(C)S(=O)(=O)c1ccc(F)cc1,-14
c1csc(CCNc2ncnc3sc4c(c23)CCC4)c1,14
Cc1cccc(-n2c(SCCC(=O)O)nnc2-c2cccs2)c1C,3
CCC(=O)Nc1ccc(Cl)c(NC(=O)COc2ccc(Br)cc2)c1,-18
CCC(C)NC(=O)C1CCCN(S(=O)(=O)c2ccc(C)cc2)C1 (stereo not drawn),-3
COC(=O)[C@]1(CCS(=O)(=O)c2ccccc2)N=C(c2ccc(OCCCO)cc2)O[C@@H]1c1ccccc1CN=[N+]=[N-],40
CC(C)NC(=O)N(C)C[C@H]1Oc2c(NS(=O)(=O)c3ccc(F)cc3)cccc2C(=O)N([C@H](C)CO)C[C@H]1C,-6
COc1ccc(S(=O)(=O)Nc2ccc3c(c2)C(=O)N([C@H](C)CO)C[C@H](C)[C@H](CN(C)Cc2ccccc2)OCCCC[C@@H](C)O3)cc1,47
O=C(NCCNS(=O)(=O)c1ccccc1)c1ccc([N+](=O)[O-])cc1,-22
CCc1nc(SCC(=O)Nc2ccc(C(C)=O)cc2)n[nH]1,0
COC(=O)/C(=C1\OC(=O)C(c2ccccc2)C1=O)c1ccccc1 (stereo not drawn),-6
O=C(NCCc1ccc(Cl)cc1)c1cc(=O)[nH]c2ccc(Br)cc12,-11
CC(CC(O)C1OC1(C)C)[C@@H]1CCC2(C)C3=CCC4C(C)(C)C(=O)CCC4(C)C3CC[C@@]12C (stereo partly drawn),60
COc1ccc(NC(=O)Nc2ccc3c(c2)C(=O)N([C@@H](C)CO)C[C@H](C)[C@@H](CN(C)Cc2ccncc2)O3)cc1,-19
C[C@@H]1CN([C@@H](C)CO)C(=O)c2cc(NC(=O)C3CCCCC3)ccc2O[C@@H]1CN(C)C(=O)Nc1ccc2c(c1)OCO2,-11
COc1ccc(Cl)cc1NC(=O)CSc1nc2ccc(NC(=O)c3ccc(C)cc3)cc2s1,15
C[C@H]1CN([C@@H](C)CO)C(=O)Cc2cc(NC(=O)Nc3ccc(F)cc3)ccc2O[C@H]1CN(C)Cc1ccncc1,3
O=C(c1sc2ccccc2c1Cl)N1CCc2ccccc21,5
C[C@@H]1CCCCO[C@@H](CN(C)C(=O)Nc2cccc3ccccc23)[C@@H](C)CN([C@H](C)CO)C(=O)c2cc(N(C)C)ccc2O1,40
CS(=O)(=O)N(CC(=O)Nc1ccc(F)cc1F)c1ccc(Cl)cc1,-8
SMILES,ROS inducer
Cc1nc2c3ccccc3nc(SCc3cc(F)cc4c3OCOC4)n2n1,-4
O=C(Nc1cccc(NC(=O)c2ncn[nH]2)c1)c1cccc(Cl)c1,-5
C[C@@H]1CN([C@H](C)CO)C(=O)Cc2cc(NC(=O)Cc3ccccc3)ccc2O[C@@H]1CN(C)Cc1ccc(Cl)c(Cl)c1,?
O=C(Nc1ccccc1)Nc1ccc(NC(=O)c2ccccc2O)cc1,-10
COc1ccc(C)cc1N(CC(=O)Nc1ccc(Br)cc1F)S(C)(=O)=O,-3
COc1ccc(NC(=O)Nc2cccc3c2O[C@@H](CN(C)Cc2ccc(Oc4ccccc4)cc2)[C@H](C)CN([C@H](C)CO)C3=O)cc1,17
Cc1noc(C)c1NC(=O)N(C)C[C@@H]1Oc2ccc(NC(=O)Nc3ccc4c(c3)OCO4)cc2C(=O)N([C@H](C)CO)C[C@@H]1C,-14
C[C@H]1CN([C@@H](C)CO)C(=O)c2cccc(NS(=O)(=O)c3ccc(Cl)cc3)c2O[C@@H]1CN(C)S(=O)(=O)c1ccc(F)cc1,-7
Nc1cc(-c2ccccc2)ccc1O,53
C[C@H](CO)N1C[C@H](C)[C@H](CN(C)Cc2ccc(-c3ccccc3)cc2)OCc2cnnn2CCCC1=O,2
Cc1ccc(C(=O)C2COC(=O)C2)cc1 (stereo not drawn),-7
Cc1cc(NS(=O)(=O)c2ccc(NC(=O)c3csc4ccccc34)cc2)no1,19
CC(C)(C)C(=O)NC(c1ccccc1)c1c(O)ccc2ccccc12 (stereo not drawn),-9
C[C@H]1CN([C@@H](C)CO)C(=O)c2cccc(NC(=O)Nc3cccc4ccccc34)c2O[C@@H]1CN(C)S(=O)(=O)c1ccccc1,-7
COc1ccccc1CN(C)C[C@@H]1OCc2cn(nn2)CCCC(=O)N([C@H](C)CO)C[C@@H]1C,9
C[C@@H]1CCCCO[C@H](CN(C)S(=O)(=O)c2ccc(Cl)cc2)[C@@H](C)CN([C@H](C)CO)C(=O)c2cc(NS(C)(=O)=O)ccc2O1,10
C[C@H](CO)N1C[C@H](C)[C@H](CN(C)Cc2ccccc2)Oc2c(NC(=O)c3ccc(-c4nccs4)cc3)cccc2C1=O,-4
O=C(CSc1nnc(-c2cccnc2)n1-c1ccccc1)Nc1ccc2c(c1)OCCO2,-1
Cc1cc2nc(-c3ccc(C)c(NC(=O)COc4ccc([N+](=O)[O-])cc4)c3)oc2cc1C,-3
C=C(C(=O)O[C@H]1C/C=C(/C)C[C@H](O)[C@H]2[C@H](C)C(=O)O[C@@H]2/C=C\1C)[C@@H]1CCC(=C)[C@@H]2C[C@H](O[C@@H]3O[C@H](COC(=O)CC(=O)O)[C@@H](O)[C@H](O)[C@H]3O)C(=C)[C@@H]2C1,4
C[C@H](CO)N1C[C@H](C)[C@H](CN(C)C(=O)Nc2ccccc2)Oc2ccc(NC(=O)C3CCCCC3)cc2C1=O,-2
C[C@@H]1CN([C@@H](C)CO)C(=O)CCCn2cc(nn2)CO[C@@H]1CN(C)C,33
COc1ccc(S(=O)(=O)N(C)C[C@H]2Oc3ccc(NC(=O)Nc4c(C)noc4C)cc3CC(=O)N([C@@H](C)CO)C[C@H]2C)cc1,-9
C[C@@H]1CN([C@@H](C)CO)C(=O)c2cc(NC(=O)Nc3ccccc3)ccc2O[C@H]1CN(C)Cc1ccc(C(=O)O)cc1,-2
CC(=O)Nc1ccccc1OCC(O)CS(=O)(=O)c1ccc(C(F)(F)F)cn1 (stereo not drawn),-1
SMILES,ROS inducer
C[C@H]1CN([C@@H](C)CO)C(=O)c2cc(NC(=O)Nc3cccc4ccccc34)ccc2O[C@H]1CN(C)Cc1ccc(C(=O)Nc2ccccc2N)cc1,4
COc1ccc(S(=O)(=O)Nc2ccc3c(c2)C(=O)N([C@@H](C)CO)C[C@@H](C)[C@@H](CN(C)C(=O)Nc2ccc(C(F)(F)F)cc2)O3)cc1,20
O=C1O[C@H](c2ccccc2)[C@H](c2ccccc2)N2[C@H]1[C@@H](C(=O)NC[C@H](O)c1ccccc1)[C@]1(C(=O)Nc3ccc(C#CC4(O)CCCCCC4)cc31)[C@H]2c1ccccc1OCCO,27
COc1ccc(CN(C)C[C@@H]2Oc3c(NC(=O)c4nc5ccccc5s4)cccc3C(=O)N([C@H](C)CO)C[C@H]2C)cc1,42
CCN(CC)C(=S)NC(=S)c1ccc(C)cc1,-1
COc1ccc(-c2cc(-c3ccccc3)nc(SCC(=O)N3CCCCC3)c2C#N)cc1,54
C[C@H](CO)N1C[C@H](C)[C@H](CN(C)C(=O)Nc2ccccc2)Oc2c(NC(=O)c3cnccn3)cccc2C1=O,-9
CCc1ccccc1OCC(=O)Nc1sc2c(c1C(N)=O)CCCC2,-4
Cc1noc(C)c1NC(=O)N(C)C[C@@H]1Oc2ccc(NS(=O)(=O)c3ccc(F)cc3)cc2CC(=O)N([C@@H](C)CO)C[C@@H]1C,-2
C[C@@H]1CN([C@H](C)CO)C(=O)Cc2cc(N(C)C)ccc2O[C@@H]1CN(C)C(=O)Nc1ccc(F)cc1,4
CC(C)NS(=O)(=O)c1ccc(OCC(N)=O)cc1,12
COc1ccc(NC(=O)N(C)C[C@H]2Oc3ccc(N(C)C)cc3CC(=O)N([C@H](C)CO)C[C@H]2C)cc1,29
CC(C)(C)OC(=O)N1CCC[C@H]1/C=N/NC(=O)CCCCCCC(=O)Nc1ccccc1O,-8
Cc1ccc(S(=O)(=O)Nc2ccc3c(c2)CC(=O)N([C@@H](C)CO)C[C@H](C)[C@@H](CN(C)Cc2ccc(C(=O)O)cc2)O3)cc1,21
C[C@H]1CN([C@@H](C)CO)C(=O)Cc2cc(NC(=O)Nc3ccc4c(c3)OCO4)ccc2O[C@H]1CN(C)C(=O)Nc1ccc2c(c1)OCO2,0
OC(c1ccccc1)c1oc2ccccc2c1-c1cnn(-c2ccccc2)c1 (stereo not drawn),29
Cc1noc(C)c1S(=O)(=O)N(C)C[C@H]1OCCCC[C@@H](C)Oc2ccc(NS(=O)(=O)c3cccs3)cc2C(=O)N([C@H](C)CO)C[C@@H]1C,-4
CC(C)CC(NC(=O)Cc1ccsc1)C(=O)NN (stereo not drawn),3
CCCn1c2ccccc2c2nnc(SCCCC(=O)c3ccc4c(c3)OCCO4)nc21,142*
O=C(NCc1ccccn1)/C(=C/c1ccccc1Cl)c1ccccc1,-19
C[C@H](CO)N1C[C@H](C)[C@@H](CN(C)Cc2ccc(C(=O)O)cc2)Oc2ccc(NS(=O)(=O)c3ccc(F)cc3)cc2C1=O,-1
C[C@H](CO)N1C[C@H](C)[C@H](CN(C)C(=O)Nc2ccc(F)cc2)Oc2ccc(NC(=O)Nc3ccc(F)cc3)cc2CC1=O,-2
C[C@H](CO)N1C[C@H](C)[C@H](CN(C)S(=O)(=O)c2ccc(Cl)cc2)Oc2ccc(NC(=O)Nc3ccccc3)cc2CC1=O,5
Cc1cc(C(=O)Nc2cccc3c2O[C@@H](CN(C)S(C)(=O)=O)[C@@H](C)CN([C@H](C)CO)C3=O)n(C)n1,-6
COc1ccc(S(=O)(=O)N(C)C[C@H]2Oc3ccc(NC(=O)C4CCCCC4)cc3CC(=O)N([C@H](C)CO)C[C@H]2C)cc1,-3
SMILES,ROS inducer
O=C(Nc1ccccc1)N1CCN(c2ccc(C(F)(F)F)cn2)CC1,2
C[C@@H]1CCCCO[C@H](CN(C)C(=O)NC2CCCCC2)[C@@H](C)CN([C@H](C)CO)C(=O)c2cc(NC(=O)Nc3ccccc3)ccc2O1,-3
CNC[C@@H]1Oc2ccc(NC(=O)Nc3ccc(C(F)(F)F)cc3)cc2CC(=O)N([C@H](C)CO)C[C@H]1C,-3
Cc1ccc(NC(=O)N2CCC(N(C)C(C)C)CC2)cc1C,-13
C[C@@H]1CN([C@H](C)CO)C(=O)Cc2cc(NS(=O)(=O)c3ccc(Cl)cc3)ccc2O[C@H]1CN(C)Cc1ccc(C(=O)Nc2ccccc2N)cc1,-3
C[C@H]1CN([C@@H](C)CO)C(=O)c2cc(NC(=O)c3ccncc3)ccc2O[C@H]1CN(C)C(=O)Nc1ccc(F)cc1,1
O=C(NC(=S)Nc1ccccc1Cl)c1cnn2c(C(F)(F)F)cc(C(F)(F)F)nc12,24
C[C@@H]1CN([C@@H](C)CO)C(=O)c2cccc(NS(C)(=O)=O)c2O[C@H]1CN(C)C,-9
C[C@@H]1CN([C@H](C)CO)C(=O)c2cccc(NC(=O)Nc3ccc(C(F)(F)F)cc3)c2O[C@@H]1CN(C)Cc1ccc(C(F)(F)F)cc1,11
Cc1noc(C)c1NC(=O)Nc1cccc2c1O[C@H](CN(C)S(=O)(=O)c1ccc(Cl)cc1)[C@H](C)CN([C@@H](C)CO)C2=O,6
CSc1ncnc2nc[nH]c12,2
O=C(CCCCCC(=O)N/N=C/c1ccc(-n2ccnc2)cc1)NO,-24
C[C@@H]1OC(OC[C@H]2O[C@@H](Oc3cc(O)c4c(=O)cc(-c5ccc(O)c(O)c5)oc4c3)[C@H](O)[C@@H](O)[C@@H]2O)[C@H](O)[C@H](O)[C@H]1O (stereo partly drawn),71
COc1ccc(NC(=O)N(C)C[C@@H]2Oc3c(NC(=O)Nc4ccc(F)cc4)cccc3C(=O)N([C@H](C)CO)C[C@H]2C)cc1,-1
C[C@@H]1CCCCO[C@H](CN(C)S(C)(=O)=O)[C@@H](C)CN([C@H](C)CO)C(=O)c2cc(NS(=O)(=O)c3cccs3)ccc2O1,1
O=C(CCCn1c(=O)c2cccn2c2ccccc21)NCCc1ccccc1,-5
Cc1noc(C)c1NC(=O)Nc1ccc2c(c1)C(=O)N([C@H](C)CO)C[C@H](C)[C@@H](CN(C)Cc1ccc(-c3ccccc3)cc1)O2,19

# A different layout for 6 compounds above:
structure	ROS inducer
C[C@@H]1CCCCO[C@H](CN(C)S(C)(=O)=O)[C@@H](C)CN([C@H](C)CO)C(=O)c2cc(NS(=O)(=O)c3cccs3)ccc2O1	1
C[C@@H]1CN([C@@H](C)CO)C(=O)c2cccc(NS(C)(=O)=O)c2O[C@H]1CN(C)C	-9
Cc1noc(C)c1NC(=O)Nc1ccc2c(c1)C(=O)N([C@H](C)CO)C[C@H](C)[C@@H](CN(C)Cc1ccc(-c3ccccc3)cc1)O2	19
CNC[C@@H]1Oc2ccc(NC(=O)Nc3ccc(C(F)(F)F)cc3)cc2CC(=O)N([C@H](C)CO)C[C@H]1C	-3
Cc1ccc(NC(=O)N2CCC(N(C)C(C)C)CC2)cc1C	-13
O=C(CCCCCC(=O)N/N=C/c1ccc(-n2ccnc2)cc1)NO	-24

# An excerpt. The share of hits here may be higher or lower than overall.
